Bioassay records from PubChem.
RAD54 inh = RAD54 (human) branch migration inhibition; Q92698; RAD54 Holliday junction branch migration, FAM/BHQ fluorescence; inhibition, % at 10.4 µM; hit rate 0.14% among 360,000; AID 602329;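 active = mean normalized replicate activity at least 40 and at least half of replicates scoring 40 or more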;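 also: 0% = median of neutral control wells and 100% = median of positive control wells; inhibitors cause a drop in the FAM fluorescence signal; in these data hits start at about 50%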
RAD52 inh = RAD52 (human) annealing inhibition; hit rate 0.46% among 360,000; recombinant RAD52 DNA annealing, FRET fluorescence; inhibition, % at 18.7 µM; P43351;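 active = every replicate showing at least 50% inhibition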
Target sequence (P43351 whole entry, looked up): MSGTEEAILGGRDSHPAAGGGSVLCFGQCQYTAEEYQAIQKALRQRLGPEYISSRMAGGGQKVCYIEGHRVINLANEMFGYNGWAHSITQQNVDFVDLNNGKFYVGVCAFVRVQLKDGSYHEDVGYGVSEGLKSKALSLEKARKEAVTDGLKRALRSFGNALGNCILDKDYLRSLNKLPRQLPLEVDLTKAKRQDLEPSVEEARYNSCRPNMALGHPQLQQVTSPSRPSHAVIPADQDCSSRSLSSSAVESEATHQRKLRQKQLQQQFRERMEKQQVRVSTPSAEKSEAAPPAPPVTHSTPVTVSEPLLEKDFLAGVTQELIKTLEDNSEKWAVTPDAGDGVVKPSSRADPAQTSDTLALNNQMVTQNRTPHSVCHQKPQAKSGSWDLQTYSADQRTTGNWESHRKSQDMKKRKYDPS
Cneo AK release = causes C. neoformans cell lysis; adenylate kinase release luminescence, 4 h; normalised: neutral wells 0, clomiphene wells 100; lysis activity, % at 15 µM; hit rate 0.2% among 360,000; AID 651654;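 active = mean lysis activity across replicates of at least 80%, whatever share of replicates individually reach that level; inactive = mean lysis activity below 80%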
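Material: C. neoformans cells; Schedule: 4 h static compound exposure, 37 °C, read 1 h post-reagent; Measured by: adenylate kinase release luminescence; Read-out: signal increase indicating cell lysis; Controls: Clomiphene as positive lysis control.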
ERAP1 inh = blocks human ERAP1 aminopeptidase activity. Q9NZ08. recombinant ERAP1, Leu-AMC fluorescence, 60 min. inhibition, % at 10.7 µM. hit rate 0.15% among 340,000. AID 652197;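 active = mean replicate inhibition of at least 30%, or all replicates individually reaching that 30% level; inactive = mean below 30% and not every replicate reaching it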;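 also: 0% = neutral control wells and 100% = L-leucinethiol positive control wells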
miR-122 sensor = blocks miR-122 activity in Huh7 sensor cells; Huh7 miR-122 Renilla luciferase sensor, 48 h; neutral wells = 0, positive control = 100; activation (reporter increase), % at 12.5 µM; hit rate 0.3% among 340,000;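 active = mean replicate activation score at least 90 and every replicate individually at or above 90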;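 also: higher luciferase means less miR-122 activity so hits act as miR-122 inhibitors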
E-selectin induc = induces E-selectin expression in human endothelial cells | HUVEC E-selectin immunofluorescence imaging; normalized: neutral wells 0, TNF-alpha wells 100 | activation, % at 7.58 µM | hit rate 0.37% among 260,000 | AID 686992;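 active = mean E-selectin-positive cell signal at least 10% of the positive control, reached in at least 60% of replicates, without over 20% cell loss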;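 also: in these data hits start at about 27%; measured in HUVEC primary endothelial cells; signal is the percent of cells scored E-selectin positive by PE staining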
Target sequence (P16581 whole entry, looked up): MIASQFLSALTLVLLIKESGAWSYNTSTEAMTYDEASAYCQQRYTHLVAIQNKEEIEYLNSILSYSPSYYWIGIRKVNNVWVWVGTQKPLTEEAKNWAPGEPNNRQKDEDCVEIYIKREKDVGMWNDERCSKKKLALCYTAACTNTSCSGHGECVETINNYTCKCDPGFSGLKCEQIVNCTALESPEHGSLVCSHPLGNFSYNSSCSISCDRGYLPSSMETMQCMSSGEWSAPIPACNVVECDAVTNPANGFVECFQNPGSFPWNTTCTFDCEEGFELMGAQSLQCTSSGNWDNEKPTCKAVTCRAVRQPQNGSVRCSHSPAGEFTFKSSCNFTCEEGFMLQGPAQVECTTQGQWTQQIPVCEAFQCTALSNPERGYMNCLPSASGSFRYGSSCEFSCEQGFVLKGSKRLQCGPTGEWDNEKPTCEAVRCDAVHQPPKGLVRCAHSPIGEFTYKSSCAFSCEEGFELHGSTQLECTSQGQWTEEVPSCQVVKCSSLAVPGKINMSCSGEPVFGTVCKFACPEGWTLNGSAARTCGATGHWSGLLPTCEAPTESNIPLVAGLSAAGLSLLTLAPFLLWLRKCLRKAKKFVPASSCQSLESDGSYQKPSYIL
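Material: HUVEC primary endothelial cells; Amount: 3,000 cells per well; Dosing: single concentration; Medium: EGM-2 growth medium on 0.1% gelatin-coated wells; Read-out basis: percent E-selectin-positive cells; Signal: immunofluorescence imaging; Control set: TNF-alpha, DMSO.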
PGC1a acetyl inh = PGC1a acetylation modulation, inhibitor mode; U2OS PGC1a acetylation, AlphaScreen anti-acetyl-lysine; with virally co-expressed GCN5 acetyltransferase; inhibition, % at 15.6 µM; hit rate 0.17% among 350,000; AID 651687;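 active = every replicate shows inhibition of at least 40%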;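 also: 0% = neutral control wells and 100% = positive control wells; some results beyond the cut were filed as inactive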
PglD DTNB = inhibitors of Campylobacter jejuni PglD acetyltransferase; purified PglD enzyme, DTNB colorimetric CoA detection; inhibition, % at 12.5 µM; hit rate 0.098% among 360,000; AID 602405; in the data active = inhibition above about 16%, passing the limit was not always enough; also: strong numbers were not always called active
Starred values were filed as active, the others as inactive; . = no result given; & = joins results of further samples; [ ] = another dose, or the depositor's remark.

SMILES	RAD54 inh	RAD52 inh	Cneo AK release	ERAP1 inh	miR-122 sensor	E-selectin induc	PGC1a acetyl inh	PglD DTNB
CC(C)(C)[S@](=O)N1Cc2cc(C(=O)N[C@@H]3CCN(Cc4ccccc4)C3)nc(-c3cccc(-c4cccnc4)c3)c2[C@@H]1CCO	5.3	-5.1	21.2	-2.3	.	0.1	-14.9	0.6
Cc1ncc(CO)c2c1Oc1nc(-c3ccccc3)nc(SCC(=O)Nc3cccc(O)c3)c1C2	1.1	-49.9	0.9	2.1	-11.7	.	-0.3	2.8
COc1ccccc1-c1cnc2c(c1)C(=O)N([C@H](C)CO)C[C@@H](C)[C@H](CN(C)C(=O)CN(C)C)O2	5.7	-6.1	-3.9	2.5	2.5[16.7 µM]	0.8	-0.2	5.5
CN(Cc1ccon1)C(=O)CC1C(=O)NCCN1Cc1ccc(F)c(F)c1 (stereo not drawn)	1.2	.	-1.2	.	-2.9	.	3.5	-1.4
Cc1cccc(NCCC(=O)c2ccc(Br)cc2)c1	1.4	-8.5	28.9	-0.7	.	.	4.4	-3.0
CCOc1ccc(S(=O)(=O)N2CCCCC2)cc1NC(=O)CN1CCCC1c1cccs1 (stereo not drawn)	.	-13.5	.	2.5	.	-2.0	11.4	.
Cc1ccccc1-c1ccc([C@@H]2[C@H](CO)N3C(=O)CN(C(=O)c4ccncc4)C[C@@H]23)cc1	.	-3.3	.	-0.3	.	0.0	-1.3	.
CCn1c(=O)cc(OCC(=O)NCCCN2CCCC2=O)c2ccccc21	-3.7	-5.5	-2.5	0.8	-4.6	.	-25.2	-1.2
Cc1ccnc(Nc2nc3ccccc3o2)n1	5.5	-1.6	-5.4	-1.3	.	.	.	7.4
CN1CCN(C(=O)C[C@H]2C[C@@H]3c4cc(NC(=O)c5cccnc5)ccc4O[C@@H]3[C@@H](CO)O2)CC1	3.4	.	14.6	.	4.4[16.7 µM]	0.2	-0.8	9.8
C[C@H]1CN([C@@H](C)CO)C(=O)CCCn2nncc2CO[C@H]1CN(C)S(=O)(=O)c1ccc(Oc2ccccc2)cc1	-3.3&4.8&-1.6	-3.1&10.8&6.5	0.9&-1.7&57.9	-1.5&0.7	-6.3	2.9&0.2	36.8&-7.6&1.9	-1.0&2.5&11.6
CC1CN(S(=O)(=O)c2cccc(C(=O)N(CCc3ccccc3)Cc3ccccc3)c2)CC(C)O1 (stereo not drawn)	-10.2	.	-1.4	.	18.5	.	.	1.1
CCCN(C(=O)c1cccs1)c1nnc(-c2ccncc2)s1	8.4	.	-3.1	.	-8.2	.	4.1	0.9
C[C@H](CO)N1C[C@H](C)[C@H](CN(C)Cc2ccc(C(=O)Nc3ccccc3N)cc2)Oc2ccc(NS(=O)(=O)c3cn(C)cn3)cc2CC1=O	.	8.0	.	0.3	.	0.2	4.4	.
O=C(Nc1ccc(F)c(Cl)c1)c1cc(C2CCCCN2C(=O)CCCc2ccccc2)on1 (stereo not drawn)	13.0	2.5	1.3	1.8	0.9	-0.2	-5.1	5.6
Cc1ccc(S(=O)(=O)N(C)C[C@@H]2Oc3ccc(NS(=O)(=O)c4ccccc4)cc3CC(=O)N([C@H](C)CO)C[C@@H]2C)cc1	-7.8	1.5	3.2	1.2	1.0[16.7 µM]	-0.1	-4.4	6.7
Cn1c(SCC(=O)Nc2ccc(F)cc2)nc2c(c1=O)SCC2	-0.9	-13.3	10.0	-1.7	.	-0.3	.	-2.0
O=C(c1ccccn1)N1C[C@@H]2[C@H](c3ccccc31)[C@@H](CO)N2C(=O)C1CCOCC1	-5.8	-10.5	-1.1	-5.8	18.2[16.7 µM]	0.0	-2.6	1.0
Cc1ccc(C)c(C(=O)Nc2cc(C)nn2-c2nc(C)cc(C)n2)c1	.	-3.9	.	4.2	.	2.6	-2.8	.
CC(=O)c1ccc(N2C(=O)C3C4C=CC(CC4)C3C2=O)cc1 (stereo not drawn)	7.7	-0.8	-0.7	1.5	.	0.6	.	-3.5
Cn1c(=O)c2c(nc3n2CC(COc2ccc(Cl)cc2)O3)n(C)c1=O (stereo not drawn)	-8.4	-14.9	-0.5	0.1	.	0.3	.	-7.0
O=C(c1ccc2c(c1)OCO2)N1CC(=O)N2[C@H](CO)[C@H](c3ccc(C#CC4CCCC4)cc3)[C@H]2C1	.	-17.9	.	0.8	.	-0.6	-9.6	.
Cc1ccn2cc(CCNC(=O)C3CCCCC3)nc2c1	5.6	-2.6	2.3	4.9	.	.	.	-3.8
COc1ccc(C(=O)NNC(=O)CSc2nnc(C)n2C)cc1	-4.2	-1.8	-1.0	0.7	-2.1	.	-1.1	-8.6
N#Cc1ccc(-c2ccc3c(c2)[C@H]2[C@H](CCN2Cc2cncnc2)[C@H](CO)N3)cc1	-4.8	.	-8.4	.	-3.1[16.7 µM]	0.3	-2.6	0.2
COc1ccc(S(=O)(=O)N(C)C[C@H]2OCCCC[C@@H](C)Oc3ccc(NS(=O)(=O)c4ccc(F)cc4)cc3C(=O)N([C@@H](C)CO)C[C@@H]2C)cc1	15.9	-6.1	-1.3	-0.1	17.9[16.7 µM]	1.2	3.7	-1.1
Nc1c(C(=O)Nc2ccccc2F)sc2nc(-c3cccnc3)ccc12	-3.9	-45.4	-4.4	.	-8.2	7.8	-1.9	0.5
NCC[C@H]1CC[C@@H](NC(=O)c2ccccc2F)[C@@H](CO)O1	7.0	4.6	0.3	0.4	.	0.0	4.1	-1.0
COCC#Cc1cnc2c(c1)C(=O)N([C@H](C)CO)C[C@H](C)[C@@H](CN(C)C(C)=O)O2	-0.5	-9.2	0.9	1.2	0.3[16.7 µM]	-1.4	3.6	1.1
CCN(CC)C(=O)C(=O)c1cccn1-c1cccc(-n2cccc2C(=O)C(=O)N(CC)CC)c1C#N	-4.3	.	4.1	.	2.3	.	.	-1.4
O=C(NC(=S)Nc1ccccc1N1CCCC1)c1ccccc1Br	2.2	-6.1	5.7	2.7	5.8	.	.	-4.9
CCCOc1ccc(/C=N/NC(=O)CN(c2ccc(OCC)cc2)S(C)(=O)=O)cc1	-1.9	-9.6	0.2	0.6	3.4	1.7	2.0	1.4
COc1ccc(S(=O)(=O)Nc2ccc3c(c2)C(=O)N([C@@H](C)CO)C[C@@H](C)[C@H](CN(C)Cc2ccc(Cl)c(Cl)c2)OCCCC[C@@H](C)O3)cc1	-0.8	.	10.6	.	-15.7[16.7 µM]	-0.1	9.2	2.3
COCC(=O)Nc1ccc2c(c1)C(=O)N(C)[C@@H]1CC[C@@H](CC(=O)Nc3cn(C)nc3C)O[C@H]1CO2	-15.7	.	-1.0	.	4.2[16.7 µM]	-0.1	16.0	8.6
CNC[C@@H]1OCCCC[C@@H](C)Oc2ccc(NS(=O)(=O)c3cn(C)cn3)cc2C(=O)N([C@@H](C)CO)C[C@H]1C	-4.8	.	-10.3	.	0.6[16.7 µM]	0.1	12.5	-0.8
c1coc(-c2nnc(-c3ccco3)nn2)c1	4.7	-13.6	-0.3	1.6	0.7	.	.	-0.2
COc1ccc(C2=NS(=O)(=O)N(C)C(C(=O)N(C)Cc3ccccc3)=C2)cc1OC	1.4	-11.6	-1.8	-2.4	2.2	-0.1	-7.7	0.3
C[C@@H]1CN([C@@H](C)CO)C(=O)c2cc(NS(=O)(=O)c3ccccc3)ccc2O[C@@H](C)CCCCO[C@H]1CN(C)S(=O)(=O)c1ccc(F)cc1	-10.5	20.6	1.6	3.6	-0.3[16.7 µM]	0.0	-14.4	5.9
Cc1noc(C)c1NC(=O)Nc1ccc2c(c1)C(=O)N([C@@H](C)CO)C[C@H](C)[C@@H](CN(C)S(=O)(=O)c1ccccc1)OCCCC[C@H](C)O2	-1.4	21.8	2.0	1.3	-2.0[16.7 µM]	0.0	8.9	-0.3
COc1ccc2c(c1)Cc1sc(NC(=O)c3ccccc3)nc1-2	0.5	.	-1.9	.	3.1	.	8.4	9.3

3 entries picked at random from the list so far:
SMILES	RAD54 inh	RAD52 inh	Cneo AK release	ERAP1 inh	miR-122 sensor	E-selectin induc	PGC1a acetyl inh	PglD DTNB
Cc1ccc(S(=O)(=O)N(C)C[C@@H]2Oc3ccc(NS(=O)(=O)c4ccccc4)cc3CC(=O)N([C@H](C)CO)C[C@@H]2C)cc1	-7.8	1.5	3.2	1.2	1.0[16.7 µM]	-0.1	-4.4	6.7
Cc1ccccc1-c1ccc([C@@H]2[C@H](CO)N3C(=O)CN(C(=O)c4ccncc4)C[C@@H]23)cc1	.	-3.3	.	-0.3	.	0.0	-1.3	.
COc1ccc(C(=O)NNC(=O)CSc2nnc(C)n2C)cc1	-4.2	-1.8	-1.0	0.7	-2.1	.	-1.1	-8.6

Next records follow.
SMILES	RAD54 inh	RAD52 inh	Cneo AK release	ERAP1 inh	miR-122 sensor	E-selectin induc	PGC1a acetyl inh	PglD DTNB
C[C@@H]1CC=C[C@H]2[C@H]1C(=O)N(Cc1ccccc1)[C@H]2c1ccc2ccccc2c1/C=C/c1ccccc1	-6.4	3.5	-1.1	-2.7	2.1	1.0	10.4	0.2
COc1cccc(OCCNC(=O)Nc2cc(F)c(F)cc2Cl)c1	1.0	0.2	-0.2	1.0	-4.1	.	-2.6	5.9
N#Cc1ccc(-c2ccc3c(c2)[C@@H]2[C@@H](CCN2S(=O)(=O)c2ccccc2F)[C@@H](CO)N3)cc1	-4.8	.	-7.1	.	3.0[16.7 µM]	1.8	7.0	-0.4
CC(=O)c1cc2c(cc1N(C(=O)Cn1nnc3ccccc31)C(C(=O)NCCC(C)C)c1cccnc1)OCO2 (stereo not drawn)	-4.3	-2.6	13.9	1.3	-1.0	.	3.0	5.5
CCC(=O)OCc1c(C(F)(F)F)nn(C)c1Oc1cccc(C(F)(F)F)c1	4.5	.	0.0	.	-19.6	.	.	4.3
CC1=CC(C)C2C(=O)N(CCCN(C)C)C(=O)C2C1 (stereo not drawn)	-18.2	.	-0.1	.	-0.7	.	13.2	2.7
CC(C)c1ccc(NC2CCCN(C(=O)c3cccc4nccnc34)C2)cc1 (stereo not drawn)	-9.2	3.3	0.7	-0.8	.	.	.	0.9
Cc1ccc(C(OCCN(C)C)c2cccc(C(F)(F)F)c2)cc1 (stereo not drawn)	0.7	15.7	8.0	2.1	-3.9	.	-15.1	7.5
COc1ccc(CC(=O)Nc2ccc(S(=O)(=O)Nc3nc(C)cc(C)n3)cc2)cc1	-3.7	.	-0.4	.	8.0	.	-50.3	-4.0
COC(=O)CCCC(=O)N(C)CC1CCCN(CCc2ccccc2C)C1 (stereo not drawn)	-3.0	-25.4	-0.8	0.3	-1.3	.	.	0.8
CC1CC(C)(C)NC(=S)N1CCC(=O)N1CCN(c2ccccc2)CC1 (stereo not drawn)	6.1	-10.8	9.1	-7.9	-5.4	.	7.3	0.6
CCSc1nnc(NC(=O)NC2CCCCC2)s1	1.6	-1.9	2.6	-0.5	2.7	.	-1.8	-3.7
COc1ccc2nc(Nc3ccc4c(c3)OCO4)sc2c1	4.5	.	-1.8	.	4.6	.	31.1	4.4
COc1ccccc1NC(=O)Nc1ccc2c(c1)C(=O)N(C)C[C@@H](OC)[C@@H](C)CN[C@@H](C)CO2	7.1	-12.3	-0.2	.	.	-0.3	12.1	-1.4
CCCCCCCCNS(=O)(=O)CCNC1CCCCC1	-4.8	-10.8	-2.0	-0.5	-0.3	0.2	.	0.3
CC1(C(=O)NS(=O)(=O)c2ccc(C#N)cc2)CCN1C(=O)CCc1ccc(Cl)cc1Cl (stereo not drawn)	-7.4	-7.7	1.6	-3.3	-8.2	-0.2	-11.7	1.1

Compounds as they come; about 1.4% have a hit in one of these screens.
